# TDP1 cell noCPT: qHTS for Inhibitors of human tyrosyl-DNA phosphodiesterase 1 (TDP1): qHTS in cells in absence of CPT; DT40 Tdp1-/- hTDP1 cells, no CPT, ATP luminescence, 48 h; Potency, µM (top dose mostly 46.2 µM), inactives show top-dose activity change, negative = growth inhibition, hits mostly inhibitors; 420,000 tested, 15% active; AID 686978, 2013; note: nearly all actives have a fitted effect of over 55% in size
#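 Stably hTDP1-transfected Tdp1-null chicken DT40 cells were treated with library compounds minus camptothecin and grown for at least 48 hr at 37 °C, after which cellular ATP was quantified by luminescence.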
# KAT2A inh: qHTS Assay for Inhibitors of GCN5L2. GCN5L2 HAT assay, ThioGlo1 CoA-SH fluorescence. Histone acetyltransferase KAT2A (Homo sapiens), Q92830. Potency, µM (top dose mostly 58.9 µM), for the others: at the highest dose activity change, negative = inhibition, hits mostly inhibitors. AID 504327, 2011. 390,000 tested, 0.21% active
#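 qHTS, 1536-well. 20nM enzyme, pH 7.5 HEPES/EDTA/Tween-20 buffer; 15 min compound preinc., RT. Start: 75uM H3(1-25), 70uM AcCoA, 50uM ThioGlo1. Read Ex340/Em540 at t=0 (autofluorescence flag) and t=20 min.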
# TDP1 inh: qHTS Assay for Inhibitors of Tyrosyl-DNA Phosphodiesterase (TDP1). recombinant TDP1, AlphaScreen DNA substrate cleavage. 350,000 tested, 0.28% active. Tyrosyl-DNA phosphodiesterase 1 (Homo sapiens), Q9NUW8. Potency, µM (doses to about 130 µM), for the others: at the top dose activity change, negative = inhibition, most hits filed as inhibitors; note: nearly all actives have a fitted effect of over 40% in size
# Target sequence (Q9NUW8 whole entry, looked up): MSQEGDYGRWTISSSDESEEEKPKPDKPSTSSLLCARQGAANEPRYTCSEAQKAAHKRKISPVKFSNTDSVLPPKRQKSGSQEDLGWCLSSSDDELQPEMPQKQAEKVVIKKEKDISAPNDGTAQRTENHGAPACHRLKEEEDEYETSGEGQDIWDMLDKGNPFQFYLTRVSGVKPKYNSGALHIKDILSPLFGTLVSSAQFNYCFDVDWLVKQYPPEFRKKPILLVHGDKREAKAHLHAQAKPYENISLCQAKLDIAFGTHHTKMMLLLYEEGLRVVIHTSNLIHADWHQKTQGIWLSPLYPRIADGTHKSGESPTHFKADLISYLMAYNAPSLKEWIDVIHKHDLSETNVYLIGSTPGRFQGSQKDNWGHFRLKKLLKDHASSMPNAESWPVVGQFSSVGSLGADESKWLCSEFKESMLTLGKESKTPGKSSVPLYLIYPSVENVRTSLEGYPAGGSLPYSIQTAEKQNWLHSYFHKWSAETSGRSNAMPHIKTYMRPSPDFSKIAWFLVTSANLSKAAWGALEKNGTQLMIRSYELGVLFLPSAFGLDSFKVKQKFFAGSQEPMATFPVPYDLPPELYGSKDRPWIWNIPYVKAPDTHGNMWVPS
#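 Signal: AlphaScreen proximity between streptavidin donor and anti-FITC acceptor beads on intact substrate. Reaction: Tdp1 1 nM, substrate 15 nM final, 5 min RT after 15 min compound preincubation.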
# Numbers without * were called inactive; ? = inconclusive; . = not tested or not shown; & = joins results of further samples; [ ] = another dose, or the depositor's remark. Calls come from the whole dose curve; as a rule, active = well fitted curve in the direction sought with a large enough effect; inconclusive = small, poorly fitted or top-dose-only effect, or another doubt; inactive = no such curve, though single readings can be large; an effect the other way counts as inactive or inconclusive. % is set by controls: 0 for no effect and ±100 for the full control effect; potency is the fitted concentration of half-maximal effect. Only part of the results is shown, so the mix of outcomes need not match the whole.
compound	TDP1 cell noCPT	KAT2A inh	TDP1 inh
Cc1ccc2c(c1)N=C(c1ccccc1)CC(C(Cl)Cl)=N2	?	-8%	5%
CC1(C)Cc2ccccc2C(=C(C#N)C#N)N1	0%	7%	2%
CCOc1ccc2[nH]c(=O)c(CN(CCN3CCOCC3)Cc3nnnn3C(C)(C)CC)cc2c1	-1%	-5%	8%
CC(=O)Nc1ccc(NC(=O)C2CCN(C(=O)c3ccc([N+](=O)[O-])cc3)CC2)cc1	4%	-7%	3%
CC(C)(C)c1ccc(C(=O)N2CCN(CCNC(=O)C(=O)NCc3ccc(Cl)cc3)CC2)cc1	21µM*	-20%	7%
Cc1ccc(C)c(CN2CCCN(Cc3ccc(F)cc3)S2(=O)=O)c1	?	-4%	0%
Cc1cccc(N2CCN(CC(=O)Nc3nccs3)CC2)c1C	-24%	-1%	8%
CS(=O)(=O)N(CC(=O)N1CCN(Cc2ccccc2)CC1)c1ccc2c(c1)OCCO2	-7%	2%	0%
O=C(Nc1ccccc1)c1cnc(-c2ccccc2)nc1-c1ccccc1	-14%	3%	-10%
C/C(=N\NC(=O)CNC(=O)c1cccs1)c1ccc(Cl)c(Cl)c1	?	-1%	2%
CC(C)c1ccc(NC(=O)CSc2nnc(-c3ccccn3)n2C)cc1	?	-8%	-1%
C[C@H]1CC[C@H]2C(=O)N[C@H](Cc3ccccc3)C(=O)N2[C@@H]1c1ccccc1	?	0%	6%[21 µM]
COc1cc(Cl)c(NS(=O)(=O)c2ccc3[nH]c(=O)ccc3c2)c(OC)c1	?	-6%	5%
FC(F)(F)c1ccc(Cl)c(-n2c(Cc3cccs3)n[nH]c2=S)c1	-16%	-4%	10%
O=C(CCC(=O)N1CCOCC1)NCc1cccc(C(F)(F)F)c1	7%	-4%	0%
Cc1ccc(S(=O)(=O)c2nc(-c3ccc(F)cc3)oc2SCC(=O)c2ccccc2)cc1	?	-7%	0%
Cc1ccccc1S(=O)(=O)c1cc2ccccc2nc1N	?	0%	3%
CC[C@]12c3[nH]c4cc(-c5ccco5)ccc4c3CCN1C(=O)[C@@H](CC(=O)NCC13CC4CC(CC(C4)C1)C3)C[C@@H]2C(=O)N1CCN(C(=O)c2ccco2)CC1	21µM*	-18%	0%[56.1 µM]
CCOC(=O)c1cnc(SC)nc1Nc1cccc(F)c1	-8%	-6%	-3%
O=C(NNc1ccc([N+](=O)[O-])cc1[N+](=O)[O-])c1ccco1	21µM*	-8%	9%

# Among those listed so far, 2 have a thiophene ring, fused or not.
compound	TDP1 cell noCPT	KAT2A inh	TDP1 inh
C/C(=N\NC(=O)CNC(=O)c1cccs1)c1ccc(Cl)c(Cl)c1	?	-1%	2%
FC(F)(F)c1ccc(Cl)c(-n2c(Cc3cccs3)n[nH]c2=S)c1	-16%	-4%	10%

# Following part:
compound	TDP1 cell noCPT	KAT2A inh	TDP1 inh
Cn1c(CNc2cccc(Cl)c2)nnc1SCC(=O)OC1CCCCC1	-17%	1%	5%
O=C(CCN1C(=O)c2ccccc2C1=O)Nc1ccc(S(=O)(=O)NC2=NCCCCC2)cc1	-2%	-5%	8%
CCOc1ccc(CC(=O)C2C(=O)CC(C)(C)CC2=O)cc1OCC	-3%	-3%	1%
CCCCOC(=O)CCc1nc2ccccc2[nH]1	-12%	0%	1%
Cc1cc(C)n(CC(O)Cn2c3ccccc3c3ccccc32)n1 (centres undefined)	?	-5%	-6%
COc1ccc(S(=O)(=O)N2CCC(N3CCN(Cc4ccccc4)C(=O)C3=O)CC2)cc1	-4%	-4%	-3%
CCOc1ccc(Nc2ccc(N3C(=O)CCC3=O)cc2[N+](=O)[O-])cc1	-23%	-4%	5%
O=C1C=C(c2ccc(F)c(Cl)c2)C[C@@H](c2ccc(F)cc2)C1	?	-3%	-5%
CC(C)N1CCC(N2CCN(Cc3ccc(-c4ccccc4Cl)o3)CC2CCO)CC1 (centres undefined)	?	1%	-6%
Cc1ccccc1-n1nc(SCC(=O)O)sc1=S	-3%	-1%	-4%
COC(=O)c1ccc(C(C(=O)NCc2ccccc2)N(Cc2cccs2)C(=O)c2cnccn2)cc1 (centres undefined)	16µM*	-2%	3%
Cc1onc(-c2ccccc2)c1C(=O)N/N=C/c1cccc(O)c1	?	0%	-5%
COc1cc(C(=O)N2CCOCC2)cc(OC)c1OC	7%&-3%	1%&2%	5%&3%
CCOC(=O)C1CCN(C(=O)COC(=O)c2nc3nc(C)cc(C)n3n2)CC1	-3%	-2%	0%
Cc1ccc(SCc2noc(C(=O)NCC3CCCO3)c2C(=O)O)cc1C (centres undefined)	-13%	-6%	3%
O=C(O)c1cccc(NC(=O)c2ccc3c(c2)C(=O)N(c2cccc([N+](=O)[O-])c2)C3=O)c1	-8%	-1%	.
Cc1ccc(-c2noc(Cn3cc(S(=O)(=O)N4CCCC4)ccc3=O)n2)cc1	?	-5%	1%
CCOC(=O)c1c(=O)n(O)c2ccc(OC)cc2[n+]1[O-]	-6%	-3%	-2%
COc1cc(/C=C2\CCOC2=O)cc(OC)c1OC	6%	-10%	-3%
COc1ccc(NC(=O)C2CCCN(c3c4c(nc5ncnn35)CCC4)C2)cc1 (centres undefined)	23µM*	-9%	10%
CCN(CC)C(=O)CS(=O)(=O)CC(=O)Nc1cc(OCCOC)c(Cl)cc1Cl	-13%	-11%	.
O=C(CCNS(=O)(=O)c1ccccc1)NNC(=O)c1csc(N2CCOCC2)n1	-1%	-2%	.
CCn1c(CNc2ccc(F)cc2)nnc1SCC(=O)OC1CCCCC1	-29%	-3%	8%
COc1c2c(nc3ccccc13)O[C@H]([C@@](C)(O)CO)C2	.	8%[21.4 µM]	13%[21 µM]
CC(C)(C)N/N=C/c1cc(Cl)cc([N+](=O)[O-])c1O	?	-4%	7%
O=C(CCC(=O)c1ccc(F)cc1)Nc1ccc(Cl)cc1	-15%	2%	-2%
NC(=O)C1CC12c1ccccc1-c1ccccc12 (centres undefined)	-6%	-4%	.
CCOc1ccc2oc(C(=O)N(C)CC(=O)Nc3ccc(OCC)c(OCC)c3)c(C)c2c1	18µM*	-12%	-7%[0.505 µM]
CCn1c(=O)c2cc(C(=O)NCCc3cc(OC)ccc3OC)sc2c2ccccc21	8.2µM*	-12%	1%
CSc1ncccc1C(=O)OCC(=O)Nc1ccc(Cl)cn1	-2%	-1%	1%
O=C(CCNC(=O)c1ccc([N+](=O)[O-])cc1)Nc1ccc(F)cc1	-6%	-28%	.
CCOC(=O)N1CCN(C(=O)Cn2ccc3c(OC)cccc3c2=O)CC1	?	-2%	.
CCCC(=O)OC1=CN(Cc2ccccc2)S(=O)(=O)c2ccccc21	-22%	-11%	-3%
COc1ccc(C)cc1NC(=O)C(OC(=O)CNC(=O)c1ccc(Br)cc1)c1ccccc1 (centres undefined)	?	-11%	6%
Cc1ccc(C)n1-c1cccc(C(=O)O)c1	.	?	?
Cc1ccc2c(c1)cc(C(=O)NCc1ccccc1C)n2C	-25%	-14%	3%
CC1Cc2ccccc2N1C(=O)Cn1c(=O)cc(O)c2ccccc21 (centres undefined)	-18%	1%	3%
CCCCn1c(CNC(=O)CCC)nc2ccccc21	-14%	-2%	5%
CCN(CC)S(=O)(=O)c1cccc(C(=O)OCC(=O)NC(C)c2ccccc2)c1 (centres undefined)	-1%	-8%	3%
O=C(Nc1cccc(Cl)c1)/C(=C\c1cccnc1)NC(=O)c1ccco1	3%	-1%	3%

# Given with each value named: 4 of the compounds above.
Cc1ccc2c(c1)cc(C(=O)NCc1ccccc1C)n2C
  TDP1 cell noCPT: -25%; KAT2A inh: -14%; TDP1 inh: 3%

CCN(CC)S(=O)(=O)c1cccc(C(=O)OCC(=O)NC(C)c2ccccc2)c1 (centres undefined)
  TDP1 cell noCPT: -1%; KAT2A inh: -8%; TDP1 inh: 3%

CC(C)(C)N/N=C/c1cc(Cl)cc([N+](=O)[O-])c1O
  TDP1 cell noCPT: ?; KAT2A inh: -4%; TDP1 inh: 7%

O=C(CCC(=O)c1ccc(F)cc1)Nc1ccc(Cl)cc1
  TDP1 cell noCPT: -15%; KAT2A inh: 2%; TDP1 inh: -2%

# Further entries follow:
compound	TDP1 cell noCPT	KAT2A inh	TDP1 inh
COc1ccccc1C(=O)C1CCCN(C(=O)CCn2cnnn2)C1 (centres undefined)	17%	4%	.
Cn1c(SCC(=O)OC2CCCCC2)nnc1-c1ccco1	3%	0%	7%
C[C@H](CO)N1C[C@H](C)[C@@H](CN(C)S(=O)(=O)c2ccc(F)cc2)Oc2ccc(NS(=O)(=O)c3ccccc3)cc2C1=O	-5%	-2%	1%
CCCCN(C(=O)C1CCCO1)c1c(N)n(CCC)c(=O)[nH]c1=O (centres undefined)	11%	-1%	0%
COC(=O)CSc1nc(C)cc(C)c1C#N	-5%	-6%	-2%
O=C(Nc1ccc2c(c1)nc1n2CCOC1)c1ccco1	1%	1%	5%
N/C(=N\OC(=O)COc1ccc(Cl)cc1Br)c1ccncc1	-1%	-1%	-6%
CCc1ccc(NC(=O)CSCc2ccc(C(=O)O)cc2)cc1	6%	-8%	6%
O=C(OCc1ccccc1)Oc1cncc(C(=O)O)c1	-8%	.	-1%
Nc1cccc(-c2csc(-n3ncc(C(=O)O)c3C(F)(F)F)n2)c1	2%	-26%	.
O=C1C2C3C=CC(CNS(=O)(=O)c4ccccc4[N+](=O)[O-])(O3)C2C(=O)N1c1ccccc1 (centres undefined)	-3%	-7%	8%
Cc1cc(C)c2c(n1)nn1c(N3CCN(c4ccccc4)CC3)cc(C)nc21	-17%	-2%	-2%
CC(N)C(O)c1cccc(O)c1 (centres undefined)	-8%	-5%	2%
COc1cc(S(=O)(=O)NC2CC(C)(C)NC(C)(C)C2)c(OC)cc1Cl	-18%	-25%	.
Cc1ccc[n+](CC(=O)Nc2ccc(C)c(C)c2)c1	-22%	-10%	1%
CCOc1ccccc1/C=C/C(=O)c1ccc(Cl)cc1	16µM*	-9%	-5%
O=C(Nc1ccccc1C(=O)NCC1CCCO1)c1ccc(Cl)cc1 (centres undefined)	-1%	-5%	1%
CN(C)c1ccc(-c2ccncc2)cc1	.	4%	-4%
C=CCn1c(SCC(C)=O)nc2scc(-c3ccc(C)o3)c2c1=O	?	-18%	.
Cc1ccc(C)n1-c1ccc(NC(=O)c2ccccc2)cc1	?	1%	-3%
O=C(CN1C(=O)C(=O)c2ccccc21)NC1CCCCC1	23µM*	-6%	0%
CCN1CCN(c2cc3c(cc2F)c(=O)c(C(=O)O)cn3C2CC2)CC1	?	1%	-5%
Cc1ccc(OC(=O)c2cccc(S(=O)(=O)N3CCN(C)CC3)c2)c(Br)c1	-2%	-18%	5%
Cc1cc(NS(=O)(=O)c2ccc(NC(=O)c3cccnc3)cc2)nc(C)n1	-9%	-6%	.
CC1(C)C(c2ccc(Cl)cc2)=[N+]([O-])C2(CCCC/C2=N\O)N1O (centres undefined)	-15%	-1%	-8%
COc1ccc(NC(=O)CCNC(=O)Cn2ccc3ccccc3c2=O)cc1OC	-17%	-3%	8%
CCOC(=O)c1c(Nc2cccc(C(=O)OC)c2)nnc(-c2ccccc2)c1-c1ccccc1	?	-2%	.
O=C(CSc1ncccc1-c1nc2ccccc2[nH]1)N1CCCCC1	?	-4%	10%
O=C(NCc1ccc(Cl)cc1)c1cc2ccc3cccnc3c2[nH]1	?	-4%	3%
C=CCNC(=O)C1CC(=O)N(c2ccc(OCc3ccccc3Cl)cc2)C1 (centres undefined)	?	-1%	.
COc1ccc(-n2nc3cc(C)c(NC(=O)c4ccc(C)cc4C)cc3n2)cc1Cl	-11%	-8%	6%
COc1ccc(CNC(=O)c2nnn(Cc3ccc(OC)cc3)c2N)cc1	-16%	-5%	5%
CN(C)CCCCCCN(C)C	.	1%	-5%
c1coc(CNc2ncnc3c2[nH]c2ccccc23)c1	14µM*	.	3%
COc1cccc(/C=N/Nc2ccc(S(=O)(=O)O)cc2)c1O	5%	-7%	?
COc1ccc(CNC(=O)COc2ccc(S(=O)(=O)N3CCOCC3)cc2C)cc1	-26%	-5%	9%
Cc1sc2ncn(CC(=O)NCCCOC(C)C)c(=O)c2c1S(=O)(=O)N1CCN(c2ncccn2)CC1	12%	-2%	0%
Cc1ccc(NC(=S)NC(C)CCc2ccccc2)cc1C (centres undefined)	?	-5%	3%
